Source: PubChem BioAssay
S3 lipid droplet – qHTS Assay for Lipid Storage Modulators in Drosophila S3 Cells; Drosophila S3 cells, BODIPY lipid droplet fluorescence, 18-24 h; cells fed with added oleic acid; Potency in µM for hits, for the others lipid storage change, negative = inhibition, % at the top dose, mostly 46.1 µM; 0.64% of 320,000 active; AID 2685, 2010; active = well fitted inhibition curve with a large enough effect in the signal ratio, with a control signal flat, not every such curve was filed as active; inconclusive = small, poorly fitted or top-dose-only effect, or effect the other way, or a change in a side signal; the % refers to the signal ratio
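Laser-scanning cytometry quantifies lipid droplet accumulation (500–530 nm total intensity; droplet/cell object ratio) in oleic acid-fed (400 uM added) Drosophila S3 cells treated with a concentration series. 20 uM Triacsin C defined 100% inhibition.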
S3 lipid droplet cell count max – further read-out of S3 lipid droplet, marked with its call; cell number change, %; measured here: cell count max response;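 cells counted by Cell Tracker Red CMTPX staining in the red channel; peak over a dose series mostly up to 46.1 µM; percent activity relative to internal control wells on each plate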
The depositor's hits bear a star; i = inactive; ? = inconclusive; · = no result given. % is scaled to controls: 0 for no effect and ±100 for the full control effect; potency is read from the fitted curve at half-maximal effect. This is a subset. The share of hits here may be higher or lower than overall.

canonical_smiles	S3 lipid droplet	S3 lipid droplet cell count max
Cc1ccc(N2CCN(CCCN3C(=O)C4CCCN4C3=O)CC2)cc1 (centres undefined)	?	·
CCOC(=O)C1CCN(C(=O)C2CCN(S(=O)(=O)c3ccc4ccccc4c3)CC2)CC1	?	·
Cc1ccc(C(=O)NC(=S)Nc2ccc(S(=O)(=O)N(C)c3ccccc3)cc2)cc1	?	·
CCc1cccc(NS(=O)(=O)c2c(C)nc3scc(C)n3c2=O)c1	?	·
CCCNC(=O)CCn1nc(-c2ccc(Cl)cc2)c2ccccc2c1=O	?	·
COc1cccc2c(=O)c(C(=O)NCc3cccs3)c[nH]c12	5%	·
CN(C)S(=O)(=O)c1cccc(-n2sc3ccccc3c2=O)c1	?	·
CC12CCC(C(=O)N3CCCCCC3)(OC1=O)C2(C)C (centres undefined)	-18%	-7
CCCCCC(=O)Nc1cccc(C2=NOC3(C2)C[C@H](C(N)=O)N(C(=O)CC#N)C3)c1 (some centres undefined)	-11%	-12
CC1=C(C#N)S(=O)(=O)C(C#N)C(c2ccccc2)C1 (centres undefined)	-12%	5
CCN1CCc2c(sc(NC(=O)c3ccc(S(=O)(=O)N(CC)c4ccccc4)cc3)c2C(N)=O)C1	?	·
Nc1ccc(CCC(=O)N2CCCC2)cc1	?	·
COc1ccc(-n2cnnc2SCC(=O)Nc2ccc(N3CCOCC3)cc2)cc1	4%	4
COc1cc(C#Cc2c(-c3cncn3C)n(C)c3ccc(-c4ccc(OC)c(OC)c4)cc23)cc(OC)c1	-21%	-24
O=C(COc1ncnc2c(Cl)cc(Cl)cc12)Nc1cc([N+](=O)[O-])ccc1Cl	?	·
COc1cc(OC)c(S(=O)(=O)Nc2ccccc2N2CCOCC2)cc1NC(C)=O	5%	0
CCCCNC(=O)C1CCN(S(=O)(=O)c2ccc3c(c2)CC(C)N3C(=O)C2CC2)CC1 (centres undefined)	?	·
CC(C)NC(=O)c1ccc2c(=O)n(Cc3ccco3)c(=S)[nH]c2c1	i	-35
COc1ccccc1C(=O)NCCC(=O)NCC1CCCO1 (centres undefined)	?	·
CC(NC(=O)c1cccc(OC2CCN(C3CCN(C)CC3)CC2)c1)c1ccccc1 (centres undefined)	i	6
C/C(CC(=O)Nc1ccc(N(C)C)cc1)=N\NC(=O)c1ccc(Cl)cc1	9%	12
COc1cc(NC(=O)Cc2nn(C)c(=O)c3ccccc23)cc(OC)c1	?	·
O=C(Nc1cccc(-n2cnnn2)c1)c1cc2ccccc2o1	?	·
COC(=O)c1ccc(CSc2nc(C)nc3c2c(=O)n(C)c(=O)n3C)o1	12%	9
Cc1cc2oc(C(=O)NCc3ccccc3)cc(=O)c2cc1C	?	·
Cc1ccc2c(c1)C(=O)C(=O)N2CC1COc2ccccc2O1 (centres undefined)	?	·
c1cncc(-c2nnc3sc(-c4ccco4)nn23)c1	?	·
COc1ccc(-c2[nH]c(-c3ccc(F)cc3)nc2SCC(=O)NCc2ccco2)cc1OC	?	·
Cc1cccc(Nc2nnc(SCC(=O)Nc3ccccc3[N+](=O)[O-])s2)c1C	?	·
O=C(Nc1c(S(=O)(=O)c2ccccc2)csc1Br)c1ccccc1Cl	10%	6
CC1(C)CC(=O)C=C(NCCN2CCN(C(=S)Nc3ccc(F)cc3)CC2)C1	3%	16
COc1cccc(CNC(=O)C2CCN(C(=O)N(C)C)CC2)c1	-1%	·
O=C(CCc1nnc(C2(c3ccc(Cl)cc3)CCC2)o1)N1CCCC(O)C1 (centres undefined)	?	·
Cc1ccccc1N1C(=O)CC(N2CCN(C(=O)c3ccco3)CC2)C1=O (centres undefined)	i	19
COc1ccc(NC(=O)c2ccc3[nH]c(C)c(C)c3c2)c(OC)c1	?	·
COC(=O)c1ccc(C(=O)OC)c(NC(=S)N2CCCC(C)C2)c1 (centres undefined)	?	·
N=c1ncn(CC(O)CN2CCOCC2)c2nc(N3CCOCC3)[nH]c12 (centres undefined)	?	·
c1cnc(N2CCSCC2)nc1	?	·
COc1ccc([N+](=O)[O-])cc1NC(=O)CSc1ccc2ccccc2c1	?	·
Cn1nc(C(=O)OCC(=O)Nc2cccc(S(=O)(=O)N3CCCC3)c2)c2ccccc2c1=O	-25%	-28
CCOC(=O)c1cn(CC)c2cc(N3CCN(C)CC3)c(F)cc2c1=O	2%	1
O=C(O)c1cccc(OCCN2CCCC2=O)c1	?	·
O=C1CC2c3ccccc3C1C1C(=O)N(CCO)C(=O)C21 (centres undefined)	10%	6
CCc1nc(SCC(=O)c2ccc(Cl)s2)c2oc3ccccc3c2n1	?	·
CCOc1ccc(OCCSc2nc(N)cc(=O)[nH]2)cc1	0%	8
CCc1c(C(=O)Nc2cc(C)cc(C)c2)[nH]c(C)c1C(C)=O	-26%	·
Cc1cccc(N(CC(=O)N/N=C/c2cc([N+](=O)[O-])ccc2Cl)S(C)(=O)=O)c1C	-6%	-17
Cc1ccc(S(=O)(=O)N(C)c2ccc(OC(=O)c3cccs3)cc2)cc1C	?	·
CC1CN(CCc2ccccc2)c2nc3c(c(=O)n(C)c(=O)n3C)n2C1 (centres undefined)	?	·
COc1ccc(/C(C)=N/NC(=O)CNC(=O)CCc2ccccc2)c(OC)c1	0%	-8

Carrying on.
canonical_smiles	S3 lipid droplet	S3 lipid droplet cell count max
CC(C)NS(=O)(=O)c1ccc(CCC(=O)N2CCCC2)cc1	-15%	12
CC(C)(C)NCC1(CO)SC(N)=NC1=O (centres undefined)	?	·
CC(C)OCCCNCc1cccs1	8%	5
O=C(c1cnc(N2CCN(c3ccccn3)CC2)c2ccccc12)N1CCN(c2cccc(Cl)c2)CC1	-10%	-21
O=S1(=O)CC2N=C(N(Cc3c(F)cccc3Cl)c3ccccc3F)SC2C1 (centres undefined)	?	·
Cc1cc(C)c(Cn2c(=O)n(CCCC(=O)NCc3ccco3)c(=O)c3sccc32)c(C)c1	?	·
COc1cc(/C=C/c2[nH]c(=O)[nH]c(=O)c2[N+](=O)[O-])ccc1OCCC(C)C	?	·
CCOC(=O)C1=C(C)NC(=O)NC1c1cn(-c2ccccc2)nc1-c1cccs1 (centres undefined)	?	·
CCOCCCNS(=O)(=O)c1ccc(NC(=O)c2ccc(OC)c([N+](=O)[O-])c2)cc1	?	·
CCCn1c2ccccc2c2cnn(CC(=O)N(CC)CC)c(=O)c21	?	·
Cc1cccc(OCCSc2nc(N)cc(N)n2)c1	1%	0
Cc1cc(/C=C2\SC(=O)NC2=O)c(C)n1-c1ccc(N(C)C)cc1	11%	8
CC1(C)CC(=O)c2cc(OCC(=O)NCC3CCCO3)ccc2O1 (centres undefined)	-3%	0
COCCNC(=O)c1cnn2c(C(F)F)cc(-c3ccc(C)cc3)nc12	18%	2
O=C(CSc1ccccn1)Nc1ccc2ccccc2c1	?	·
Cc1ccc(-n2nnnc2CNC(=O)C2CC(=O)N(c3ccccc3)C2)cc1C (centres undefined)	?	·
COc1ccc(C(=O)CSc2n[nH]c(=O)[nH]c2=O)cc1	?	·
CCCOc1ccc(-c2csc(N)n2)cc1[N+](=O)[O-]	-1%	-8
COc1ccc(N2C(=O)C(CC(N)=O)N(NC(=O)CCc3ccccc3)C2=O)cc1 (centres undefined)	?	·
Cc1ccc(Cl)c(OCC(=O)NCc2ccco2)c1	i	19
COc1ccc(NC(=O)CN2C(=O)C(C)SC(C)C2=O)c(OC)c1 (centres undefined)	4%	1
O=C(CCCC(=O)n1cnc2ccccc21)n1cnc2ccccc21	?	·
Cc1cccc(Cn2nc(C)cc2NC(=O)CCCn2ccc([N+](=O)[O-])n2)c1	-19%	·
CCCC(=O)Nc1nnc(SCC)s1	13%	-7
COc1ccc(C(O)Cn2c(=N)n(CCCN(C)C)c3ccccc32)cc1 (centres undefined)	0%	-7

Arranged by the number under S3 lipid droplet (high to low): three from the list above
SMILES | S3 lipid droplet
COCCNC(=O)c1cnn2c(C(F)F)cc(-c3ccc(C)cc3)nc12 | 18%
Cc1cccc(OCCSc2nc(N)cc(N)n2)c1 | 1%
CC1(C)CC(=O)c2cc(OCC(=O)NCC3CCCO3)ccc2O1 (centres undefined) | -3%

The listing continues:
Order of values – S3 lipid droplet | S3 lipid droplet cell count max
> Cc1ccn2c(=O)nc(SCC(=O)N3CCCC3)nc2c1
  26% | ·
> COc1ccc(CCNC(=O)c2cnc3ccccn3c2=O)cc1
  ? | ·
> COc1cccc(CN2CCN(C(=O)c3cccc4ccccc34)CC2)c1
  ? | ·
> COc1cccc(CNC(=O)CN2C(=O)CSc3ccc(S(=O)(=O)N4CCCC4)cc32)c1
  ? | ·
> Cc1ccc(C(=O)COC(=O)CNC(=O)c2ccco2)cc1
  0% | 12
> S=c1[nH]nc(-c2ccco2)n1/N=C/c1ccc(Cl)c(Cl)c1
  ? | ·
> O=[N+]([O-])c1ccc(OCCCCN2CCc3ccccc3C2)cc1
  12% | 4
> CCOC(=O)c1c(NC(=O)CC(C)C)sc(C(C)=O)c1C
  3% | 1
> CN1CCN(S(=O)(=O)c2cccc(C(=O)N(Cc3nnc(-c4ccccc4Cl)o3)C3CC3)c2)CC1
  8% | 18
> Cc1cc(C)cc(-n2c(C)cc(/C=N/NC(=O)CN(c3c(C)cccc3C)S(C)(=O)=O)c2C)c1
  17% | 16
> Cc1ccc(Cn2c(C3CCCN3c3nc(C)cs3)nc3cc(C(F)(F)F)ccc32)cc1 (centres undefined)
  ? | ·
> CCCOc1ccc(NC(=O)C2CCCNC2=O)cc1 (centres undefined)
  1% | 6
> Cc1cc(C)nc(NC2=NCC(=O)N2c2ccc3c(c2)OCCO3)n1
  ? | ·
> COc1cccc(OCC(O)CN2CCN(c3ccc(Cl)cc3)CC2)c1 (centres undefined)
  ? | ·
> CCOC(=O)C1CCCN(Cc2ccc(OCc3ccccc3)cc2)C1 (centres undefined)
  i | -1
> COCCn1c(SCC(=O)Nc2cc(C)on2)nc2c(c1=O)SCC2
  ? | ·
> CN(Cc1ccccc1F)Cc1cc(=O)oc2cc(O)c(Cl)cc12
  -17% | ·
> Cc1cc(NC(=O)CN(C)C)c([N+](=O)[O-])cc1C
  ? | ·
> Cc1ccc(C)c(NC(=O)CN(C)C(=O)c2cc(-c3cccs3)nn2-c2ccccc2)c1
  0% | 7
> O=C(NCCc1csc(-c2cccc(F)c2)n1)c1ccco1
  ? | ·
> O=C(NNc1nc2ccccc2s1)c1ccc(F)cc1
  ? | ·
> COc1ccc(NC(=O)CSc2nnc(-c3ccco3)c(-c3ccco3)n2)cc1OC
  i | -8
> Cc1cc(NC(=O)COC(=O)c2c(Cl)cccc2Cl)no1
  5% | -11
> ONC(=Nc1ccc(Cl)cc1)c1ccccc1
  ? | ·
> CCn1cc(C(=O)NCc2ccco2)c(=O)c2cc(S(=O)(=O)N3CCCCCC3)ccc21
  ? | ·
> CCc1nc2ccc(C(=O)NCCCN3CCN(c4ccccc4F)CC3)cc2nc1CC
  ? | ·
> Cc1cc(S(=O)(=O)NC2CCCC2)ccc1-n1cnnn1
  ? | ·
> COc1ccccc1NC(=O)C1CCCN(S(=O)(=O)c2ccc(-n3cnnn3)cc2)C1 (centres undefined)
  i | -8
> CCOC(=S)SCC(=O)Nc1nccs1
  ? | ·
> CCCCCNCC(=O)Nc1cc(C(F)(F)F)ccc1OCCOC
  ? | ·
> O=C(CN1CCOCC1)NNc1c2ccccc2nc2ccccc12
  -12% | 18
> O=C(CN1CCOCC1)N1CCc2ccccc2C(c2ccccc2)C1 (centres undefined)
  19% | -6
> COc1ccc(S(=O)(=O)N(CC(=O)N2CCN(C)CC2)c2ccccc2)cc1OC
  0% | 14
> CCOCCn1c(CN(Cc2ccccc2)Cc2ccccc2)nc2c1c(=O)n(C)c(=O)n2C
  ? | ·
> Cc1cccc(N2CCN(C(=O)CN3C(=O)NC(C)(C4CC4)C3=O)CC2)c1C (centres undefined)
  ? | ·
> CC1CCCN(c2ccc(C(=O)Nc3cccnc3)cc2[N+](=O)[O-])C1 (centres undefined)
  ? | ·
> CCOC(=O)C(=O)c1csc(NC(=O)CCSc2ccc(C)cc2)n1
  -9% | -6
> O=C(Cn1c(=O)oc2ccccc21)Nc1ccc2c(c1)OCCO2
  -16% | -1
> O=C(OCC(=O)c1ccc[nH]1)c1ccccc1
  ? | ·
> Clc1cccc(CSc2nnc(-c3ccccn3)n2Cc2ccco2)c1
  ? | ·

Entries listed so far containing two or more sulfur atoms:
Order of values – S3 lipid droplet | S3 lipid droplet cell count max
> Cc1ccc(C(=O)NC(=S)Nc2ccc(S(=O)(=O)N(C)c3ccccc3)cc2)cc1
  ? | ·
> CCc1cccc(NS(=O)(=O)c2c(C)nc3scc(C)n3c2=O)c1
  ? | ·
> CN(C)S(=O)(=O)c1cccc(-n2sc3ccccc3c2=O)c1
  ? | ·
> CCN1CCc2c(sc(NC(=O)c3ccc(S(=O)(=O)N(CC)c4ccccc4)cc3)c2C(N)=O)C1
  ? | ·
> Cc1cccc(Nc2nnc(SCC(=O)Nc3ccccc3[N+](=O)[O-])s2)c1C
  ? | ·
> O=C(Nc1c(S(=O)(=O)c2ccccc2)csc1Br)c1ccccc1Cl
  10% | 6
> CCc1nc(SCC(=O)c2ccc(Cl)s2)c2oc3ccccc3c2n1
  ? | ·
> Cc1ccc(S(=O)(=O)N(C)c2ccc(OC(=O)c3cccs3)cc2)cc1C
  ? | ·
> O=S1(=O)CC2N=C(N(Cc3c(F)cccc3Cl)c3ccccc3F)SC2C1 (centres undefined)
  ? | ·
> CCCC(=O)Nc1nnc(SCC)s1
  13% | -7
> COc1cccc(CNC(=O)CN2C(=O)CSc3ccc(S(=O)(=O)N4CCCC4)cc32)c1
  ? | ·
> COCCn1c(SCC(=O)Nc2cc(C)on2)nc2c(c1=O)SCC2
  ? | ·
> CCOC(=S)SCC(=O)Nc1nccs1
  ? | ·
> CCOC(=O)C(=O)c1csc(NC(=O)CCSc2ccc(C)cc2)n1
  -9% | -6
